# Source: PubChem (National Center for Advancing Translational Sciences (NCATS))
# RGS12 GoLoco inh – qHTS Assay for Inhibitors of RGS12 GoLoco Motif Activity (Red Fluorophore) | Guanine nucleotide-binding protein G(i) subunit alpha-1 (Homo sapiens), P63096 | Gai1:RGS12 GoLoco peptide FP, rhodamine, 10 min | Potency, µM (doses to about 61.6 µM), for inactives: top-dose activity, negative = inhibition, hits mostly inhibitors | 230,000 tested, 0.44% active | AID 880, 2007; active means well fitted inhibition curve with a large enough effect, not every such curve was filed as active; inactive means no such curve, though single readings can be large or run the other way; further: nearly all actives have a fitted effect of over 30% in size; many of its hits are not listed in these tables
# TexasRed fluor – Total Fluorescence Counterscreen for Inhibitors of the Interaction of Thyroid Hormone Receptor and Steroid Receptor Coregulator 2; TRb/SRC2 Texas Red total fluorescence interference; Potency, µM (doses to about 106 µM), for the others: at the top dose fluorescence change, negative = quenching; 280,000 tested, 0.29% active; active means well fitted curve in either direction with a large enough effect; inconclusive means small, poorly fitted or top-dose-only effect
#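 Human TRβ ligand-binding domain (0.6 uM) and Texas Red SRC2 peptide (20 nM) in Tris buffer with 1 uM T3 and 5% DMSO were incubated with pinned compound for 5 hr at ambient temperature. Total fluorescence was computed as S + 2P (555/632 nm).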
# L3MBTL1 inh – qHTS Assay for the Inhibitors of L3MBTL1; Lethal(3)malignant brain tumor-like protein 1 (Homo sapiens), Q9Y468; AlphaScreen L3MBTL1–H3K9me1 peptide binding; Potency, µM (titrated, usually from 57.1 µM), for the others: at the top dose activity, negative = inhibition, actives largely listed as inhibitors; 230,000 tested, 0.66% active; further: nearly all actives have a fitted effect of over 60% in size
#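 AlphaScreen proximity signal between nickel-chelate acceptor and streptavidin donor beads (final 10 ug/mL) reports binding of 50 nM L3MBTL1 to 75 nM biotin-H3 K9me1 peptide; complex incubated with compounds 30 min at room temperature; cefsulodin titration as control.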
# GAA inhib – qHTS Assay for Inhibitors of Human alpha-Glucosidase as a Potential Chaperone Treatment of Pompe Disease. Lysosomal alpha-glucosidase (Homo sapiens), P10253. purified human GAA, 4-MU-alpha-glucoside fluorescence. Potency, µM (top dose mostly 76.9 µM), without a hit: top-dose activity change, negative = inhibition, usual class: inhibitors. 200,000 tested, 0.005% active. AID 1466, 2008;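 further: plate controls were uninhibited enzyme wells for no effect and no-enzyme background for full effect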
#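 qHTS format, compound range up to 77 uM. Human lysosomal enzyme at 4 nM, 400 uM 4-MU glucoside substrate, pH 5.0, 20 min room temperature; fluorescence after alkaline stop gives activity normalized to controls.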
# RECQ1 helicase – qHTS Assay for Inhibitors of RecQ-Like Dna Helicase 1 (RECQ1). ATP-dependent DNA helicase Q1 (Homo sapiens), P46063. RECQ1 DNA unwinding, red fluorescence kinetic read. Potency, µM (top dose mostly 57.3 µM), for the others: top-dose activity, negative = inhibition, usual class: inhibitors. 240,000 tested, 0.54% active. AID 2549, 2010;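 further: plate controls were vehicle for no effect and no enzyme for full effect; nearly all actives have a fitted effect of over 30% in size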
# Target sequence (P46063 whole entry, looked up): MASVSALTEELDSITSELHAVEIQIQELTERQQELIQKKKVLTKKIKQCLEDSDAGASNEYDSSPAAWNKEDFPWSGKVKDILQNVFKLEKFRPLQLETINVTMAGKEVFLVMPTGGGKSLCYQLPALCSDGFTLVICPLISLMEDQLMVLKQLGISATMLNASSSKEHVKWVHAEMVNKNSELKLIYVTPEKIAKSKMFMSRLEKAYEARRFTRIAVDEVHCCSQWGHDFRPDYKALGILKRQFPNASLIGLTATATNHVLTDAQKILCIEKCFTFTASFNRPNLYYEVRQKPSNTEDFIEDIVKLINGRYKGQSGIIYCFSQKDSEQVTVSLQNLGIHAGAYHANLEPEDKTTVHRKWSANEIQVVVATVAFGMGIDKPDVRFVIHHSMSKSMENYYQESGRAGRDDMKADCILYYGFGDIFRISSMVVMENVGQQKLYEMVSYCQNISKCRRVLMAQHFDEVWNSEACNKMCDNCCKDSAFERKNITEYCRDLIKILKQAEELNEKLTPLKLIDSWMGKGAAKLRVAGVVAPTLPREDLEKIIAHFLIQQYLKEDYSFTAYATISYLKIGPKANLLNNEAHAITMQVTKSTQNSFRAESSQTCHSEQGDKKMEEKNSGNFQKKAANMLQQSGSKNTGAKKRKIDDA
#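 RECQ1T1 50 nM; forked duplex (20 bp + 30-nt ss tails) 200 nM, ATP 2 mM final; pH 8.0, 2 mM MgCl2, 2.5 ug/ml poly(dI-dC); 15 min compound preincubation; discontinuous kinetic read over 2 h at RT.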
# GAA spleen mod – qHTS Assay for Inhibitors and Activators of Human alpha-Glucosidase From Spleen Homogenate; human spleen homogenate, 4-MU-alpha-glucoside fluorescence; Potency, µM (titrated, usually from 79.9 µM), for the others: at the highest dose activity change, negative = inhibition, usual class: inhibitors; 240,000 tested, 0.006% active;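 further: 0% = enzyme with vehicle and -100% = no enzyme basal signal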
#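 Human spleen homogenate (1 ug) with 4-methylumbelliferyl-alpha-D-glucopyranoside (1 mM final) in 50 mM citrate/phosphate pH 5.0, 0.01% Tween-20; 40 min at 37 C. Stopped at pH 10; 4-MU fluorescence Ex 365/Em 440 nm; AC50 by Hill fit.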
# GAA glycogen mod – qHTS Assay for Inhibitors and Activators of Human alpha-Glucosidase Cleavage of Glycogen; 300,000 tested, 0.38% active; recombinant GAA, glycogen substrate, Amplex Red glucose oxidase fluorescence; Potency, µM (series often up to 76.4 µM), inactives show at the highest dose activity change, negative = inhibition, most hits filed as inhibitors; Lysosomal alpha-glucosidase (Homo sapiens), P10253; AID 2100, 2009;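 further: 0% = full enzyme reaction and -100% = no-enzyme basal signal; the screen sought inhibitors and activators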
#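 Recombinant enzyme (4 nM final) with compounds titrated up to 77 uM and bovine liver glycogen (30 ug) in citrate pH 5.0, 0.01% Tween-20, 37 C 40 min. Released glucose detected by Amplex Red/glucose oxidase (Ex 573/Em 610); AC50 from Hill fits.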
# TRb-SRC2 inh – qHTS for Inhibitors of the Interaction of Thyroid Hormone Receptor and Steroid Receptor Coregulator 2. Thyroid hormone receptor beta (Homo sapiens), P10828. TRbeta-SRC2 peptide binding, fluorescence polarization; receptor liganded with 1 µM T3. 280,000 tested, 0.065% active. Potency, µM (top dose mostly 106 µM), without a hit: top-dose activity change, negative = inhibition, most hits filed as inhibitors. AID 1469, 2008;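 further: plate controls were bound peptide for no effect and peptide without receptor for full effect; nearly all actives have a fitted effect of over 50% in size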
# Target sequence (P10828 whole entry, looked up): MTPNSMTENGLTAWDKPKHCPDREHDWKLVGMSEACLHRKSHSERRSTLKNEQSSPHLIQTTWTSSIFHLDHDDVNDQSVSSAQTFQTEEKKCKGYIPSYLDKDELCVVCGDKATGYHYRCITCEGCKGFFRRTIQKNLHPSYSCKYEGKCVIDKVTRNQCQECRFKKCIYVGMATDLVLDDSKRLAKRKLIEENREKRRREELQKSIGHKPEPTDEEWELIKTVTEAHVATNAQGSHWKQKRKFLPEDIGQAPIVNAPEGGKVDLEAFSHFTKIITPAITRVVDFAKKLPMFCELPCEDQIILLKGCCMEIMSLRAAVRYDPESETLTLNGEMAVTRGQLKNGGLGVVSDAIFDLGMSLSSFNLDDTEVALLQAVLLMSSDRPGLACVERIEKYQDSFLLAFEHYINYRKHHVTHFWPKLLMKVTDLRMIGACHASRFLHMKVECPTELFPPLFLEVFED
#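 Read-out is fluorescence polarization (555 nm excitation, 632 nm emission) of a Texas Red SRC2 coactivator peptide; loss of signal reflects blocked binding to human TRb ligand-binding domain in the presence of 1 uM T3.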
# Starred values were filed as active, the others as inactive; i = inactive; ? = inconclusive; · = not tested or not shown; & = joins results of further samples; [ ] = another dose, or the depositor's remark. Unless noted, the call rests on the fitted dose curve; in most records, active means well fitted curve in the direction sought with a large enough effect; inconclusive means small, poorly fitted or top-dose-only effect, or another doubt; inactive means no such curve, though single readings can be large; an effect the other way counts as inactive or inconclusive. Unless noted, on the % scale 0 is the no-effect control and ±100 the full control effect; potency means the concentration at half of the fitted maximal effect. Some of the compounds tested (hit frequency here may not be typical).
SMILES,RGS12 GoLoco inh,TexasRed fluor,L3MBTL1 inh,GAA inhib,RECQ1 helicase,GAA spleen mod,GAA glycogen mod,TRb-SRC2 inh
O=C(Nc1c(C(=O)O)[nH]c2ccc(F)cc12)c1cccc(C(F)(F)F)c1,1.3%,-8.8%,-9.1%,·,-1.4%,-16.4%,-4.6%,4.6%
Cc1ccc(C(=O)Nc2ccccc2-c2ccccc2)o1,-5.8%,-3.8%,·,-3.1%,1.5%,-12.6%,8.1%,10.5%
O=C(C(c1ccccc1)c1ccccc1)N(Cc1ccco1)C1CCS(=O)(=O)C1 (stereo unspecified),3.5%,-4.3%,-2.6%,0.2%,3.8%,-20.4%,-0.9%,-6.6%
CCCn1c(NC(=O)c2ccc(C)cc2)nc2ccccc21,14.2%,-0.5%,11.0%,-15.9%,-0.3%,-3.0%,0.6%,0.9%
N=c1oc2ccc3ccccc3c2cc1-c1nnc2n1CCCCC2,3.9%,-5.5%,-0.3%,?,-1.6%,?,3.3%,-4.6%
COc1ccc(C2/C=C\CN(C(=O)Nc3ccccc3-c3ccccc3)CC(=O)N2Cc2ccc(F)cc2)cc1 (stereo unspecified),9.8%,-0.8%&0.6%,·,·,-11.3%&-15.2%,-0.6%&-5.5%,-4.1%,2.2%&0.3%
O=C(CNC(=O)C12CC3CC(CC(C3)C1)C2)N1CCN(S(=O)(=O)c2cccs2)CC1,10.4%,0.0%[53 µM],1.3%,-9.8%,-4.8%,7.1%,-1.5%,-1.9%[53 µM]
O=C(OCc1ccccc1)C1=[N+]([O-])OC(C(=O)OCc2ccccc2)C1c1c[nH]c2ccccc12 (stereo unspecified),-17.4%,2.2%,·,-2.2%,i,-9.5%,-10.6%,-14.2%
COc1ccc(N2C3=C(CC4=C2CC(C)(C)CC4=O)C(=O)CC(C)(C)C3)cc1,-35.3%,2.1%,1.5%,-4.1%,-10.6%,6.8%,?,-5.9%
CCC(C)n1nccc1NC(=O)C(C)Cl (stereo unspecified),11.6%,-1.7%,34.0%[activator],-1.2%,i,·,-4.4%,-1.5%
Cc1ccc(CC23CN4CCN(CC(C4)C2O)C3)c(C)c1 (stereo unspecified),6.7%,0.1%,·,-3.0%,i,-8.6%,10.2%,-6.6%
Cc1ccccc1OCC(=O)Nc1cc(Cl)ccc1Oc1ccccc1,2.1%,-0.3%,48.0%[activator],-1.8%,-8.4%,4.7%,-2.0%,-16.5%
Cn1cccc1CC(=O)N/N=C/C=C/c1ccco1,102.2%[activator],-0.1%,25.1µM*,0.4%,-2.6%,0.0%,-9.7%,7.6%
O=C(Nc1ccc(N2CCN(c3ccc(O)cc3)CC2)cc1)Oc1ccccc1,-6.7%,0.9%,·,-3.7%,i,-10.4%,?,-7.9%
C=C(C)[C@]12C[C@@H](C)[C@@]34OC(Cc5ccccc5)(O[C@@H]1[C@@H]3C=C(COC(=O)Cc1cc(OC)c(O)cc1I)C[C@]1(O)C(=O)C(C)=C[C@@H]41)O2,-63.5%,2.4%,·,·,-10.0%,-1.1%,·,3.3%
COc1cc(/C=C/C(=O)OCC(=O)Nc2ccc([N+](=O)[O-])cc2)ccc1O,-3.9%,-1.2%,-4.8%,·,-17.8%,-16.3%,?,-4.3%
COc1ccc(S(=O)(=O)N(C)C)cc1NC(=O)CSc1ncccn1,4.1%,-0.9%,2.3%,4.5%,2.0%,3.9%,-14.4%,-0.9%
CC(C)OC(=O)/C(=C/c1ccc(Br)cc1)NC(=O)c1ccco1,2.9%,-0.7%,4.8%,4.5%,-4.4%,-1.5%,-5.9%,-12.0%
CCCCn1nc2cc(C(=O)NCCc3cccs3)ccc2c1OCC,3.8%,3.1%,6.8%,-0.7%,-4.2%,-2.2%,-6.1%,-1.7%
CC(=O)Nc1ccc(C(=O)N/N=C(\C)CC(=O)Nc2ccc(OCc3ccccc3)cc2)cc1,6.6%,-0.1%,6.2%,?,-0.5%,-7.2%,-19.8%,-3.3%
Cc1nc(NC(=O)c2ccc(F)cc2)nc2cc3c(cc12)OCO3,6.6%,-4.8%,-1.7%,6.3%,0.0%,-9.4%,0.7%,1.4%
N#Cc1c(-c2ccccc2)nc(-c2ccccc2)nc1N1CCOCC1,7.7%,1.0%,·,-8.6%,i,-10.4%,-0.1%,-20.8%
COc1cc(NC(=S)NC2CC2)c(OC)cc1Cl,-2.5%,0.3%,1.0%,-4.4%,-13.9%,-4.2%,1.8%,-1.9%
Cc1noc(C)c1S(=O)(=O)N(CC(=O)NCc1ccc(Cl)cc1)c1ccc2c(c1)OCO2,2.2%,0.2%,0.7%,-4.5%[15.4 µM],-4.3%,-1.5%,-1.1%,3.5%
Cc1ccc(NC(=O)Cc2csc(-c3ccccc3)n2)cc1F,·,4.5%,5.3%,2.6%,-6.0%,-1.8%,3.4%,6.5%
O=C(N/N=C1\C/C(=N\NC(=O)c2ccncc2)c2ccccc21)c1ccncc1,27.1%,-3.7%,·,-8.7%,-2.1%,0.3%,?,11.7%
COc1ccc(F)cc1C(=O)C1CCCN(C(=O)CSc2ccccn2)C1 (stereo unspecified),3.8%,0.2%,-7.5%,1.7%,0.2%,-4.7%,-16.0%,-5.2%
CCN1CCN(C(=O)c2ccc3c(c2)c(C)c(C)n3Cc2ccccc2)CC1,9.0%,-1.4%,·,-2.1%,-2.8%,1.4%,-1.4%,-3.7%
Fc1ccc(NC(=S)NC23CN4CN(CN(C4)C2)C3)cc1,-2.5%,-0.8%,-1.8%,-5.9%,-1.7%,-3.9%,-2.6%,7.4%
O=C(C1CCN(Cc2ccccc2)CC1)N1CCN(C/C=C/c2ccccc2)CC1,-11.1%,-2.1%,-0.4%,-11.6%,1.0%,-9.4%,3.8%,-2.7%
COc1ccc(OCC(=O)Nc2ccc(C)c(S(=O)(=O)N(C)C)c2)cc1,0.9%,-0.9%,-2.9%,-0.4%,i,2.4%,-2.3%,-7.6%
C/C(N)=C(/C#N)C(=O)CSc1nnc(C)n1-c1ccccc1,5.2%,-2.7%,29.1%,-2.2%,i,·,1.0%,-6.7%
COc1ccc(NC(=S)N=Nc2c(O)[nH]c3ccccc23)cc1,6.5%,-1.2%,·,·,-16.7%,-1.0%,-9.9%,-6.0%
O=C(O)CCSCCCN1C(=O)c2cccc3cccc(c23)C1=O,4.1%,-10.6%,12.9%,-4.4%,-9.5%,-12.7%,-7.2%,2.5%
CCOc1ccc(NC(=O)CCN2CCN(c3ccccc3F)CC2)cc1,-8.2%,3.5%,·,-3.5%,3.3%,-2.3%,20.3%,4.2%
COc1ccc(/C=C/C(=O)NCc2cn(C)nc2C)cc1COc1ccc(Br)cc1,4.5%,-2.8%,-3.4%,0.7%,-8.5%,3.6%,-9.0%,6.1%
Cc1ccc(-c2c[n+](CC(=O)Nc3ccccc3)c3n2CCC3)cc1,3.0%,-3.8%,4.9%,·,-9.8%,-1.8%,-2.2%,5.3%
Cc1ccc(C(=O)Nc2sc(Cc3ccc4c(c3)OCO4)c(C)c2C(N)=O)cc1,13.5%,0.5%,1.4%,-7.7%,-12.7%,-0.2%,1.0%,5.1%
CCCCn1nnnc1SCC(=O)N(CC)CC,6.2%,3.9%,·,-5.1%,i,-4.9%,2.3%,-2.4%
CCN(CC)c1ccc(C2C(C(=O)OCCOC)=C(C)NC3=C2C(=O)CC(C)(C)C3)cc1 (stereo unspecified),-20.8%,-5.9%,·,?,-1.4%,-4.8%,-0.2%,-4.4%

# Not a retest: four of the compounds above.
SMILES,RGS12 GoLoco inh,TexasRed fluor,L3MBTL1 inh,GAA inhib,RECQ1 helicase,GAA spleen mod,GAA glycogen mod,TRb-SRC2 inh
Cc1ccc(-c2c[n+](CC(=O)Nc3ccccc3)c3n2CCC3)cc1,3.0%,-3.8%,4.9%,·,-9.8%,-1.8%,-2.2%,5.3%
Cc1ccc(C(=O)Nc2sc(Cc3ccc4c(c3)OCO4)c(C)c2C(N)=O)cc1,13.5%,0.5%,1.4%,-7.7%,-12.7%,-0.2%,1.0%,5.1%
CCCCn1nnnc1SCC(=O)N(CC)CC,6.2%,3.9%,·,-5.1%,i,-4.9%,2.3%,-2.4%
CCN(CC)c1ccc(C2C(C(=O)OCCOC)=C(C)NC3=C2C(=O)CC(C)(C)C3)cc1 (stereo unspecified),-20.8%,-5.9%,·,?,-1.4%,-4.8%,-0.2%,-4.4%

# Continuation.
SMILES,RGS12 GoLoco inh,TexasRed fluor,L3MBTL1 inh,GAA inhib,RECQ1 helicase,GAA spleen mod,GAA glycogen mod,TRb-SRC2 inh
Cc1ccc2nc(/C(C#N)=C\c3ccc(OC(=O)c4cccs4)cc3)[nH]c2c1,14.0%,0.7%,4.8%,0.8%,-2.2%,-2.6%,-10.0%,11.0%
COc1ccc(C(C)n2c(C)c3c(C)nnc(C)c3c2C)cc1 (stereo unspecified),18.1%,3.5%&-0.8%,-6.2%,1.5%,i,-6.5%,?,5.3%&-1.6%
COC(=O)C(C(=O)OC)c1ccc(NC(=O)c2cccc(Cl)c2)cc1,-4.7%,-1.9%,6.8%,7.0%,14.6%,-0.6%,9.3%,-2.5%
CCOC(=O)C1(CC)NC(c2cccc(F)c2)C2C(=O)N(CC)C(=O)C21 (stereo unspecified),-1.8%,2.2%,-4.4%,-0.5%,1.8%,-9.6%,0.3%,8.0%
